NPC1 promoter act = activators of NPC1 promoter; Huh7 NPC1 promoter luciferase reporter, 24 h; Potency, µM (titrated, usually from 9.22 µM), inactives show at the top dose activation, actives largely listed as activators; hit rate 2.4% among 320,000;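 further: % of control where 0% means no effect; nearly all actives have a fitted effect of over 60% in size; reporter is driven by a mutant NPC1 promoter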
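Quantitative HTS used a cell-based reporter: Huh7 cells stably bearing the NPC1 promoter upstream of luciferase were treated with compounds for 24 h, and promoter activation was read as luminescence.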
MLL CXXC-DNA inh = inhibitors of human MLL CXXC domain-DNA interaction. Potency, µM (series often up to 115 µM), for inactives: top-dose activity change, negative = inhibition, hits mostly inhibitors. MLL-CXXC / FITC-HOXA9 DNA fluorescence polarization. hit rate 0.037% among 290,000; active means well fitted inhibition curve with a large enough effect in the polarisation, with a control signal flat, not every such curve was filed as active; inconclusive means small, poorly fitted or top-dose-only effect, or effect the other way, or a change in a side signal; inactive means no such curve, though single readings can be large or run the other way; the % refers to the polarisation
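Purified MLL-CXXC (added from a 7 uM solution) was preincubated 5 min at ambient with pinned compounds in 50 mM Tris-HCl pH 7.5, 50 mM NaCl, 1 mM DTT, 0.05% BSA. Fluorescein-labeled HOX-A9 DNA (50 nM solution) followed, 30 min, then polarization read.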
uPA generation = inhibitors of cell surface uPA generation | cell surface uPA generation assay, qHTS | Potency, µM (highest dose often 38.3 µM), for the others: at the top dose activity change, negative = inhibition, actives largely listed as inhibitors | hit rate 0.31% among 330,000; active means well fitted inhibition curve with a large enough effect; inconclusive means small, poorly fitted or top-dose-only effect; inactive means no such curve, though single readings can be large or run the other way; tested in mouse RAW 264.7 cells; further: on the % scale 0 is the no-effect control and ±100 the full control effect; nearly all actives have a fitted effect of over 55% in size
RORgamma inh = ROR gamma (mouse) transcription inhibition; hit rate 5.4% among 310,000; Potency, µM (series often up to 53.6 µM), inactives show at the top dose activity change, negative = inhibition, actives largely listed as inhibitors; Drosophila S2 Gal4-RORgamma UAS-luciferase reporter, 20 h; P51450; AID 2551; further: on the % scale 0 is the no-effect control and ±100 the full control effect; nearly all actives have a fitted effect of over 60% in size
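Drosophila Schneider cells stably carrying a metallothionein-driven Gal4 DBD–ROR gamma fusion and a UAS-Photinus luciferase reporter were exposed to compound for 1 hr, then induced with copper sulfate (700 uM final) for 20 hr at ambient temperature before luminescence reading.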
ELG1 genotox = genotoxicity induction in ELG1-luciferase HEK293T cells. Potency, µM (highest dose often 46 µM), for the others: top-dose activity change, positive = activation, hits mostly activators. hit rate 1.3% among 330,000. HEK293T ELG1-luciferase reporter, luminescence, 16 h; further: % of control where 0% means no effect; nearly all actives have a fitted effect of over 60% in size
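Luminescence read-out: rising ELG1-luciferase signal, reflecting elevated ELG1 protein under genetic stress, flags genotoxic compounds. Cells were treated for 16 hr at 37 °C before ONE-Glo detection.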
MBNL1 CUG block = MBNL1-poly(CUG) RNA binding inhibition | Q9NR56 | TR-FRET MBNL1-His/biotin-(CUG)12 binding, 665/545 ratio | Potency, µM (doses to about 57.5 µM), without a hit: at the top dose activity change, negative = inhibition, hits mostly inhibitors | hit rate 0.036% among 280,000; active means well fitted inhibition curve with a large enough effect in the signal ratio, with a control signal flat, not every such curve was filed as active; inconclusive means small, poorly fitted or top-dose-only effect, or effect the other way, or a change in a side signal; inactive means no such curve, though single readings can be large or run the other way; the % refers to the signal ratio; further: on the % scale 0 is the no-effect control and ±100 the full control effect
Target sequence (Q9NR56 whole entry, looked up): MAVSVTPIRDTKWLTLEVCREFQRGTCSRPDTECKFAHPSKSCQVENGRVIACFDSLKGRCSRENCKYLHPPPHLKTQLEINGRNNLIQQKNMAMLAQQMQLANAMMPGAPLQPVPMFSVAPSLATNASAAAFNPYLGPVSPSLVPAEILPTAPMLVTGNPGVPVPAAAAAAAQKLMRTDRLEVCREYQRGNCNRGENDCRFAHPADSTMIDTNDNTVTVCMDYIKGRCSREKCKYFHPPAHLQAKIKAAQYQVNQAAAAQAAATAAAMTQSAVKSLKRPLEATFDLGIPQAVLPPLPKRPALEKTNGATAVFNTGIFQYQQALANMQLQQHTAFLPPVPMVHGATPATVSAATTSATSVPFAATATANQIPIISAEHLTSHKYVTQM
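Ratiometric TR-FRET (665 over 545 nm, excitation 340 nm) tracks disruption of MBNL1-His/biotin-(CUG)12 complex after 60 min at room temperature, with compounds at 92 nM to 58 uM final.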
Rab9 promoter act = activators of Rab9 promoter | Huh7 Rab9 promoter-luciferase reporter, luminescence, 24 h | Potency, µM (highest dose often 9.22 µM), without a hit: at the top dose activation, negative = inhibition, actives largely listed as activators | hit rate 2.8% among 320,000 | AID 485297; further: % of control where 0% means no effect; nearly all actives have a fitted effect of over 60% in size
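Huh7 reporter line, Rab9 promoter upstream of luciferase. Compound exposure 24 h at 37 °C in reduced-serum medium with 10% FBS. Read-out: luminescence.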
p53 reactivator = mutant p53 re-activation in reporter cells; Potency, µM (highest dose often 92.2 µM), for the others: at the top dose activity change, positive = activation, usual class: activators; hit rate 0.063% among 320,000; AID 504706; H1299 p53-A138V BP100-luciferase reporter, luminescence, 24 h; further: % of control where 0% means no effect; nearly all actives have a fitted effect of over 45% in size
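H1299 (p53-null), stable ts p53-A138V + BP100-Luc; 1000 cells/well, Opti-MEM/10% FBS; cpd 4 pt, 1:5; 24 h, 37 deg C, 5% CO2; detection reagent 10 min RT; luminescence.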
VP16 counter = Gal4-VP16 reporter inhibition counter-screen. Drosophila S2 Gal4-VP16 UAS-luciferase, luminescence, 20 h. Potency, µM (titrated, usually from 53.6 µM), inactives show at the highest dose activity, negative = inhibition, actives largely listed as inhibitors. hit rate 3.5% among 310,000. AID 2546;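 further: Gal4-VP16 expression switched on by copper sulfate through the metallothionein promoter; on the % scale 0 is the no-effect control and ±100 the full control effect; nearly all actives have a fitted effect of over 50% in size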
BRCA1 expr up = increases BRCA1 expression. MCF7-BRCA1-FFLuc reporter, luminescence, 48 h; response scale: scaled: vehicle 0%, 10 µM genistein 100%. Potency, µM (top dose mostly 46.1 µM), for inactives: at the top dose activation, most hits filed as activators. hit rate 1.1% among 380,000; further: nearly all actives have a fitted effect of over 80% in size; some results filed as inactive show a strong effect at the top dose
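Luminescence from a BRCA1-driven firefly luciferase in MCF7 cells was read after 48 h compound exposure at 37 C. Data normalized against DMSO and a 10microM genistein activation control, then curve-fitted across the titration.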
FLuc modulator = inhibits or activates purified firefly luciferase, miR-21 counter-screen; Potency, µM (highest dose often 57.5 µM), without a hit: at the top dose activity change, negative = inhibition, usual class: inhibitors; P08659; purified FLuc, Km substrates, luminescence inhibition; AID 588342; hit rate 6.9% among 360,000;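 further: plate controls were vehicle for no effect and reference inhibitor for full effect; nearly all actives have a fitted effect of over 55% in size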
Target sequence (P08659 whole entry, looked up): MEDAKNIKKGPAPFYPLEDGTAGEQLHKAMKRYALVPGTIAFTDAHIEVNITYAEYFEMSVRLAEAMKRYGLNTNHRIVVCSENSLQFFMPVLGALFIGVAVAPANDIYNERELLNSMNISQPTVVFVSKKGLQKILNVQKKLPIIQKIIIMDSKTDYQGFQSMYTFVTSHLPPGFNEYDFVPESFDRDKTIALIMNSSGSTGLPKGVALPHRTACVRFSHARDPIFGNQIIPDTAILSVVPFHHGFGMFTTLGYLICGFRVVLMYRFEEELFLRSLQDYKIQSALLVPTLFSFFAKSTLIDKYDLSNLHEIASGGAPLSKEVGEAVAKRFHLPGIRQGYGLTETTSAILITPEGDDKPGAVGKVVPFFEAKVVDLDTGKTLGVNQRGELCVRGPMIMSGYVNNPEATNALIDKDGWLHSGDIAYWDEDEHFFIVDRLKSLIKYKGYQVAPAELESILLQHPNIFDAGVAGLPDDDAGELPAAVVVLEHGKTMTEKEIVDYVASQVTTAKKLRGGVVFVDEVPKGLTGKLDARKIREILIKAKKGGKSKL
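Purified P. pyralis luciferase, 10 nM final, with Km-level 10 uM D-luciferin and 10 uM ATP in 50 mM Tris acetate pH 7.5, 10 mM Mg acetate, 0.01% Tween-20, 0.05% BSA; 6-point qHTS titration about 60 µM downward; luminescence read.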
Starred values were filed as active, the others as inactive; ? = inconclusive; . = not tested or not shown; [ ] = dose if it differs, or a comment. Unless noted, the call rests on the fitted dose curve; in most records, active means well fitted curve in the direction sought with a large enough effect; inconclusive means small, poorly fitted or top-dose-only effect, or another doubt; inactive means no such curve, though single readings can be large; an effect the other way counts as inactive or inconclusive. Potency means the concentration at half of the fitted maximal effect. These rows are one share of the data (hit frequency here may not be typical).

nr	SMILES	ELG1 genotox	BRCA1 expr up	MBNL1 CUG block	VP16 counter	MLL CXXC-DNA inh	RORgamma inh	NPC1 promoter act	Rab9 promoter act	FLuc modulator	p53 reactivator	uPA generation
1	COc1ccccc1NCC(O)Cn1c2ccccc2c2ccccc21 (configuration not stated)	-9%	-44%	0%	-19%	-4%	14%	-1%	1%	-2%[2.3 µM]	-3%	-5%
2	S=C(NCc1ccncc1)Nc1ccc(Br)cc1	-8%	-23%	-10%	0%	-6%	30%	-6%	-6%	-14%	2%	-3%
3	Cc1c(C)n(CC(O)CN2CCCCC2)c2ccccc12 (configuration not stated)	-3%	-2%	-16%	4%	-5%	-1%	1%	-5%	2%	2%	2%
4	COc1ccccc1/C=N/NC(=O)CC(=O)NCc1ccccc1	-1%	-6%	-2%	-7%	0%	1%	3%	-6%	-11%	3%	3%
5	O=C(CSc1n[nH]c(-c2ccccc2Br)n1)NCCN1C(=O)CSC1=O	0%	5%	-11%	-9%	1%	-17%	2%	-3%	-1%	-6%	-1%
6	O=C(O)c1ccc(N2N=C(c3ccccc3)CC2c2ccccc2)cc1 (configuration not stated)	8%	28%	92%[activator]	-8%	-17%	-36%	-1%	10%	-10%	?	-23%
7	O=C(COC(=O)c1cc(S(=O)(=O)N2CCOCC2)ccc1F)Nc1ccc(Cl)cn1	-1%	-17%	.	.	.	.	-7%	0%	5%	2%	12%
8	Cc1cc(C)nc(NC(=O)c2cc(-c3ccc(C)s3)nc3ccccc23)c1	-13%	-26%	32%[activator]	?	-3%	-71%	-4%	-4%	?	-4%	2%
9	O=C(/C(=C/O)N=Nc1cccc(C(F)(F)F)c1)c1ccccc1	-3%	-86%[inhibitor]	0%	-5%	0%	-17%	0%	9%	?	0%	-1%
10	Cc1ccc(-c2[nH]c(-c3ccc(Cl)cc3)nc2SCC(=O)NCC2CCCO2)cc1 (configuration not stated)	-10%	-22%	-16%	?	17%	?	-2%	1%	-4%	-3%	-17%
11	CC(=O)Oc1ccc(NC(=O)C2CCCCC2)c(C(=O)O)c1	-3%	3%	-5%	4%	6%	12%	-2%	-5%	-15%	-16%	-1%
12	c1ccc(Cn2c(SCc3nc4ccccc4s3)nnc2-c2ccco2)cc1	-1%	8%	-5%	11%	-3%	-33%	11%	4%	-13%	7%	6%

Entries above containing bromine, in the order listed:
nr	SMILES	ELG1 genotox	BRCA1 expr up	MBNL1 CUG block	VP16 counter	MLL CXXC-DNA inh	RORgamma inh	NPC1 promoter act	Rab9 promoter act	FLuc modulator	p53 reactivator	uPA generation
2	S=C(NCc1ccncc1)Nc1ccc(Br)cc1	-8%	-23%	-10%	0%	-6%	30%	-6%	-6%	-14%	2%	-3%
5	O=C(CSc1n[nH]c(-c2ccccc2Br)n1)NCCN1C(=O)CSC1=O	0%	5%	-11%	-9%	1%	-17%	2%	-3%	-1%	-6%	-1%

(next part)
nr	SMILES	ELG1 genotox	BRCA1 expr up	MBNL1 CUG block	VP16 counter	MLL CXXC-DNA inh	RORgamma inh	NPC1 promoter act	Rab9 promoter act	FLuc modulator	p53 reactivator	uPA generation
13	O=C(c1cc(-c2cccs2)on1)N1CCCCC1	?	?	5%	-28%	3%	-44%	1µM*	0.56µM*	24µM*	?	3%
14	CCOc1cc(C(=O)NN=C2CCCC2)cc(OCC)c1OCC	6%	-25%	6%	-8%	6%	-40%	-5%	-4%	0%	-10%	?
15	Cc1ccc(CN2CCN(Cc3ccccc3)C(CCO)C2)s1 (configuration not stated)	0%	-3%	0%	-11%	-5%	12%	-4%	-3%	-1%	-3%	5%
16	CCn1cc(C(=O)N2CCCC2)c(=O)c2cc(S(=O)(=O)N3CCC(C)CC3)ccc21	1%	-10%	-5%	-1%	0%	2%	-2%	-4%	1%	-10%	-1%
17	O=C(NCCc1ccccc1)C1CCN(C(=O)N2CCOc3ccccc32)CC1	0%	-5%	-1%	2%	.	-13%	-3%	8%	5%	.	13%
18	CC(=O)NCCSCCNC(C)=O	2%	4%	-4%	0%	2%	-14%	-4%	3%	3%	-4%	4%
19	CN(C)c1ccc(NC(=S)c2ccccn2)cc1	?	?	?	0.63µM*	16%	0.28µM*	?	0.32µM*	0.085µM*	-8%	-8%
20	CC(=O)C1=C(C)OC(N)=C(C#N)C1c1cc2cc(C)c(C)cc2nc1Cl (configuration not stated)	11%	6%	1%	-27%	-6%	-20%	2%	-3%	?	13%	.
21	COc1ccc(C(=O)OCC(=O)NC2CC2)cc1OC	-1%	9%	.	.	.	.	-2%	-3%	2%	2%	7%
22	CCCCC(CC)C(=O)NCCc1ccc(S(N)(=O)=O)cc1 (configuration not stated)	0%	2%	4%	-3%	-6%	-7%[10 µM]	2%	-8%	2%	-11%	2%
23	COc1ccc2c(c1)c(C(O)CN1CCC3(CC1)OCCO3)c(C)n2C (configuration not stated)	-5%	.	4%	6%	-10%	-16%	-1%	12%	7%	-3%	.
24	O=C(C1CCN(S(=O)(=O)N2CCC3(CC2)OCCO3)CC1)N1CCN(Cc2ccccc2)CC1	-5%	-4%	5%	-6%	5%	4%	1%	-1%	4%	-2%	8%

Some entries already given, limited to NPC1 promoter act:
| item | Molecule | NPC1 promoter act |
| --- | --- | --- |
| 20 | CC(=O)C1=C(C)OC(N)=C(C#N)C1c1cc2cc(C)c(C)cc2nc1Cl (configuration not stated) | 2% |
| 21 | COc1ccc(C(=O)OCC(=O)NC2CC2)cc1OC | -2% |
| 22 | CCCCC(CC)C(=O)NCCc1ccc(S(N)(=O)=O)cc1 (configuration not stated) | 2% |

Further entries.
nr	SMILES	ELG1 genotox	BRCA1 expr up	MBNL1 CUG block	VP16 counter	MLL CXXC-DNA inh	RORgamma inh	NPC1 promoter act	Rab9 promoter act	FLuc modulator	p53 reactivator	uPA generation
25	O=c1c2ccccc2nc2n1CCS2	-1%	-8%	-11%	2%	0%	-29%	0%	2%	-1%	-4%	.
26	CC(/C=N/NC(=O)c1cc(-c2cccn2C)n[nH]1)=C\c1ccccc1	0%	-37%	10%	-3%	7%	35%	-2%	2%	?	-4%	-3%
27	Cc1ccc(C(=O)NCCCN2CCOCC2)c(Cl)c1	12%	?	-5%	-11%	-8%	24%	26%	24%	?	13%	3%
28	C/C(N)=C(/C#N)C(=O)CSc1nc2scc(-c3ccccc3)c2c(=O)n1C	0%	-58%	-2%	-19%	14%	?	-14%	-5%	-11%	-1%	-1%
29	COc1ccc(C(=O)Oc2cc3c4c(c2)C(C)=CC(C)(C)N4C(=O)C3=O)cc1OC	-2%	-8%	-5%	-20%	-9%	26%	1%	-1%	-4%	-11%	8%
30	COc1cccc(C(=O)N2N=C(c3ccccc3)CC2(O)C(F)(F)F)c1 (configuration not stated)	-1%	-28%	.	20µM*	-3%	18µM*	5%	-6%	-3%	19%	6%
31	CCOC(=O)c1cccc(NS(=O)(=O)c2c(C(=O)N3CCCCCC3)c(C)n(C)c2C)c1	-7%	2%	0%	-5%	31%[activator]	-17%	3%	-1%	-1%	-1%	1%
32	CC1(C)C(c2ccccc2)=NC(c2ccccc2)N1O (configuration not stated)	-3%	4%	-6%	.	22%	0%[0.365 µM]	9%	2%	0%	-23%	-1%
33	Cc1ccc(NC(=O)CN(C)C(=O)/C=C/c2ccc3c(c2)OCO3)cc1	3%	-2%	.	.	.	.	0%	-4%	.	3%	12%
34	CCOc1ccc(NC(=O)CN(C)C(=O)C2CCN(c3ncnc4sc(C)c(C)c34)CC2)cc1OCC	-19%	-25%	4%	.	1%	.	1%	-3%	2%	.	-12%
35	COc1ccc(C(C)NC(=O)c2ccccc2Cl)cc1OC (configuration not stated)	-1%	-15%	?	-10%	-8%	3%	-2%	0%	7%	1%	-1%
36	O=C(O)c1ccccc1C(=O)Nc1ccc(S(=O)(=O)NC2CCCCC2)cc1	1%	16%	-13%[11.5 µM]	-10%	7%	31%	0%	1%	5%	4%	-3%
37	Cc1ccc(C)n1-c1ccccc1N	6%	.	?	13µM*	6%	14µM*	-3%	-5%	?	?	.
38	Cc1nc(-c2ccc(F)cc2)c(CC(=O)Nc2cccc(S(=O)(=O)N3CCOCC3)c2)s1	-2%	-14%	.	.	.	.	5%	0%	2%	-7%	-3%
